esBAF inh: SWI/SNF esBAF complex inhibition; mouse ES cells, Bmi1-luciferase knock-in reporter, 24 h; 100% = twice the neutral-well signal; reporter increase, % at 12.5 µM; 2% of 350,000 active; AID 602393; in the data active = activation above about 40%;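 note: 0% = median of the plate's neutral control wells and 100% = double that signal; a rise in the Bmi1 reporter signal indicates esBAF inhibition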
S100A4 MyoIIA: S100A4-myosin IIA interaction inhibition | P26447 | S100A4/TAMRA-MyoIIA peptide fluorescence polarization | 0.14% of 360,000 active | inhibition, % at 10.7 µM;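 active = mean inhibition of at least 70% across replicates, with every replicate also reaching that level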
Target sequence (P26447 whole entry, looked up): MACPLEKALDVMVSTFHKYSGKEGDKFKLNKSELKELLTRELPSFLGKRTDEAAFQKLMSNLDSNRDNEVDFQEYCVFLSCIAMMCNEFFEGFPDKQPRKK
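Material: human S100A4 monomer with TAMRA-labelled myosin IIA peptide; buffer or medium: HEPES pH 7.2 with CaCl2, KCl, NaCl, DTT, Triton; compound dosing: one concentration per compound; schedule: 5 min incubation before reading; benchmarks: neutral control DMSO, positive control TFP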
ERp5 inh: blocks human ERp5 reductase activity on insulin. Q15084. ERp5 insulin aggregation, absorbance 650 nm, 90 min. inhibition, % at 9.99 µM. 0.05% of 350,000 active. AID 651711;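 active = mean replicate inhibition above about 25%, with every replicate also reaching it, limit read from the data, passing the limit was not always enough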
RAD54 inh: inhibitors of human RAD54 branch migration; 0.14% of 360,000 active; inhibition, % at 10.4 µM; Q92698; RAD54 Holliday junction branch migration, FAM/BHQ fluorescence;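 active = mean normalized replicate activity at least 40 and at least half of replicates scoring 40 or more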;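 note: 0% = median of neutral control wells and 100% = median of positive control wells; inhibitors cause a drop in the FAM fluorescence signal; in these data hits start at about 50%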
Target sequence (Q92698 whole entry, looked up): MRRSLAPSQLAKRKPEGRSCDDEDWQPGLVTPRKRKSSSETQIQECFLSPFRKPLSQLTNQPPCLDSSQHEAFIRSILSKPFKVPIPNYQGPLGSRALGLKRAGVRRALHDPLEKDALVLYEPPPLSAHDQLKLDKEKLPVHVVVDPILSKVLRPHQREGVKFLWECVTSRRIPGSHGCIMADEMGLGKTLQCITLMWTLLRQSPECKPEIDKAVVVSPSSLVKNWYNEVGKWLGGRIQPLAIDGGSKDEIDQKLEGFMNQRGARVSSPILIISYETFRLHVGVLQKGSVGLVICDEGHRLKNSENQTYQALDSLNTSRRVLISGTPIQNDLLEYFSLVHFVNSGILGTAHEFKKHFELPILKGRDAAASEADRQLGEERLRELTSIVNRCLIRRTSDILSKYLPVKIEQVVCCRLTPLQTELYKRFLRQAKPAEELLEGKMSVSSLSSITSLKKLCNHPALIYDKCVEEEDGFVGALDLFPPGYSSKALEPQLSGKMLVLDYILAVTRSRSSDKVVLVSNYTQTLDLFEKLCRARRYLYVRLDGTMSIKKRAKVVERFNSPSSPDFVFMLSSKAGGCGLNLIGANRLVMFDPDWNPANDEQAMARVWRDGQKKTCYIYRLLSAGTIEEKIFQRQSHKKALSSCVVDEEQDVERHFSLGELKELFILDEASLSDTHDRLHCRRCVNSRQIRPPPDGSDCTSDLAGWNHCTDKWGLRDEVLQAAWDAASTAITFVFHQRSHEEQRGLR
ERAP1 HTS inh: blocks human ERAP1 aminopeptidase activity; recombinant ERAP1, Leu-AMC fluorescence, 60 min; inhibition, % at 10.7 µM; 0.15% of 340,000 active;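 active = mean replicate inhibition of at least 30%, or all replicates individually reaching that 30% level; inactive = mean below 30% and not every replicate reaching it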;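 note: 0% = neutral control wells and 100% = L-leucinethiol positive control wells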
E-selectin induc: E-selectin induction on HUVECs; 0.37% of 260,000 active; activation, % at 7.58 µM; AID 686992; HUVEC E-selectin immunofluorescence imaging; normalized: neutral wells 0, TNF-alpha wells 100;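 active = mean E-selectin-positive cell signal at least 10% of the positive control, reached in at least 60% of replicates, without over 20% cell loss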;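 note: in these data hits start at about 27%; measured in HUVEC primary endothelial cells; signal is the percent of cells scored E-selectin positive by PE staining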
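Test system: HUVEC; input: 3,000 HUVEC/well; measured by: immunofluorescence imaging; read-out: % PE-positive cells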
RAD52 anneal inh: inhibitors of human RAD52 DNA annealing; P43351; recombinant RAD52 DNA annealing, FRET fluorescence; inhibition, % at 18.7 µM; 0.46% of 360,000 active; AID 651710;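 active = every replicate showing at least 50% inhibition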
Xi reactivation: X-chromosome reactivation activator; 0.055% of 360,000 active; activation, % at 7.58 µM; XiGFP mouse fibroblasts, % GFP-positive cells imaging, 3 d; cells co-treated with 5-aza-dC sensitizer; scaled so ellipticine positive control = 100%;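 active = mean normalized replicate activation at least 10% and every replicate at or above 10%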;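 note: 0% = median of on-plate neutral control wells and 100% = ellipticine 6 µM median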
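material = 68-5-11 XiGFP fibroblast line | medium = DMEM plus 5-aza-dC sensitizer | schedule = 3 days compound exposure | benchmarks = positive control ellipticine, 6 µM final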
* marks the source's active call; other numbers are inactive results; nt = not tested or not shown; & = joins results of further samples.

Structure,RAD52 anneal inh,RAD54 inh,E-selectin induc,Xi reactivation,esBAF inh,ERAP1 HTS inh,ERp5 inh,S100A4 MyoIIA
COc1cccc(C#Cc2cnc3c(c2)C(=O)N([C@@H](C)CO)C[C@H](C)[C@H](CN(C)C(=O)C2CCC2)O3)c1,-11&11&14,-4&14&-9,0.5&0.2,-0.9,-5&-3&-5,4&-2&-3,-5&3&-5,2&3&-9
CCC(C)NC(=O)CCn1c(-c2ccc(F)cc2)cc(C(C)=O)c1C (configuration not stated),-2,nt,nt,0.0,nt,15,3,4
O=C(Nc1cccc(S(=O)(=O)N2CCOCC2)c1)c1ccc(N2CCOCC2)c([N+](=O)[O-])c1,-1,nt,nt,-0.1,nt,1,0,2
CC(C)NC(=O)N(C)C[C@H]1Oc2ccc(NC(=O)C3CCCCC3)cc2C(=O)N([C@H](C)CO)C[C@@H]1C,0&-4,1&-3,0.4,0.2&0.0,3&-1,1&0,1&1,-7&2
Cn1c(=O)[nH]c(=O)c2c1nc(SCC(=O)O)n2CCCc1ccccc1,-9,5,0.0,0.1,-4,0,3,3
O=C(Oc1ccc(C(=S)N2CCOCC2)cc1)c1ccccc1[N+](=O)[O-],-15,-5,0.8,0.1,-7,-1,0,0
CN(CC(=O)Nc1ccc(F)cc1)C(=O)COC(=O)c1cc(S(=O)(=O)N(C)C)ccc1N1CCCC1,-20,-6,-0.5,0.2,-1,1,-7,-3
CC(C)(C)OC(=O)NCc1ccc(CNC(=O)c2nc[nH]c2C(=O)N2CCc3ccccc3C2)cc1,-15,0,-0.1,-0.4,4,-1,1,0
COC(=O)c1nn(-c2ccc(OC)cc2)c(=O)cc1Sc1ccc(C)cc1,-6,2,nt,0.0,nt,0,-2,2
Cc1[nH]c(=S)[nH]c(=O)c1Cc1ccccc1,-5,1,nt,nt,-4,-1,6,-5
CC1(C)Cc2cccc(OCC(=O)NCc3ccccc3)c2O1,-14,6,0.8,0.0,-1,1,-1,-7
N#Cc1c(Cl)nc(N/N=C/c2ccccc2)c(Cl)c1Cl,-13,nt,nt,0.0,nt,2,1,-3
CCCC(=O)Nc1ccc2c(c1)nc1n2CCN(C2CCCCC2)C1,-12,nt,-0.1,0.2,nt,2,6,-3
CC(C)OC(=O)CC1C(=O)NCCN1C(=O)COc1ccc(C(C)(C)C)cc1 (configuration not stated),-4,-3,nt,0.1,-5,0,5,1
O=C(O)CCc1nnc(SCC(=O)Nc2ccc(Cl)c(C(F)(F)F)c2)[nH]c1=O,-31,nt,nt,0.1,nt,-2,-4,-11
CCCCC1CCC(C(=O)N(CCOC)c2c(N)n(CCCC)c(=O)[nH]c2=O)CC1 (configuration not stated),-7,nt,nt,0.0,5,-3,6,-2
Cc1c(C(=O)N2CCCC2)c(S(=O)(=O)Nc2cccc(Br)c2)c(C)n1C,-12,-5,nt,-0.1,-3,-2,2,-4
CCOC(=O)C(C)Oc1ccc(NC(=O)C(Cl)Cl)cc1 (configuration not stated),-11,nt,0.2,0.0,nt,0,-7,10
COc1ccc(OC)c(/C=C/C(=O)NC2=NCCS2)c1,-40,-1,-0.5,-0.1,8,-4,-4,9
CC(=O)c1c(C)[nH]c(C(=O)OCC(=O)c2ccc(C)s2)c1C,-13,-9,0.3,0.3,56*,2,5,0

New compounds follow:
Structure,RAD52 anneal inh,RAD54 inh,E-selectin induc,Xi reactivation,esBAF inh,ERAP1 HTS inh,ERp5 inh,S100A4 MyoIIA
CCOC(=O)c1cnc(-n2[nH]c(C)c(Cc3ccccc3)c2=O)[nH]c1=O,-29,nt,nt,0.0,nt,4,4,-2
C[C@@H]1CN([C@@H](C)CO)C(=O)c2cc(NC(=O)Cc3ccccc3)ccc2O[C@@H]1CN(C)Cc1ccccc1,-4,-6,1.2,0.2,4,2,0,-6
COc1ccc(NC(=O)COC(=O)/C=C/c2ccccc2[N+](=O)[O-])cc1OC,14,-4,nt,0.4,nt,-8,3,-4
CN(C)CCNC(=O)c1cccc2ccc(-c3ccc(-c4ccccc4)cc3)nc12,43,nt,0.9,-0.1,nt,1,-1,1
CCCOc1ccc(C2C(C(=O)c3ccc(C)o3)=C(O)C(=O)N2Cc2ccco2)cc1 (configuration not stated),-33,-8,7.1,0.3,-10,-4,4,0
COc1ccc(CN2[C@H](CO)[C@@H]3c4ccccc4N(C(=O)NC(C)C)C[C@@H]32)cc1,-19,-1,0.1,-0.1,0,-3,0,4
O=C(C[C@H]1C[C@H]2c3cc(NS(=O)(=O)c4ccc(F)cc4)ccc3O[C@H]2[C@H](CO)O1)NCc1ccc(Cl)cc1,10,5,-0.2,0.5,-8,3,-9,9
CNc1nc(NC)c2cn[nH]c2n1,10,-1,3.1,0.0,1,1,-4,14
Cc1ccc(-c2[nH]ncc2C(=O)c2ccc(Br)cc2)c(O)c1,3,nt,-0.5,0.0,nt,4,-2,-2
Cc1cccc(CNC(=O)CCn2ccc3cc(S(=O)(=O)N4CCCC4)ccc32)c1,7,2,nt,0.0,4,-2,3,-3
O=C(Nc1ccc(F)cc1)c1cccnc1,12,0,nt,0.0,10,0,3,-5
N#Cc1c(-c2ccccc2Cl)c2c([nH]c1=O)-c1ccccc1OC2,-19,-8,-0.1,-0.2,nt,-125,3,3
NC(=O)CC[C@H](NC(=O)c1ccc(F)cc1)C(=O)OCC(=O)NCc1ccc2c(c1)OCO2,-2,-13,-0.1,0.2,4,-1,-6,-2
C[C@@H]1CN([C@H](C)CO)C(=O)Cc2cc(NC(=O)Cc3cn(C)c4ccccc34)ccc2O[C@@H]1CN(C)Cc1ccc2c(c1)OCO2,-21,12,nt,-0.1,0,-1,-6,-4
O=C(Nc1ccc(F)cc1)N[C@H]1CC[C@@H](CCNC(=O)c2cc(Cl)cc(Cl)c2)O[C@@H]1CO,-24,3,-0.1,-0.6,6,-2,0,-8
C[C@H](NC(=O)C[C@@H]1C[C@@H]2c3cc(NC(=O)C4CCC4)ccc3O[C@@H]2[C@@H](CO)O1)c1ccccc1,-18,nt,6.9,0.1&0.3,nt,nt,3,0
Cc1nn(CC(C)C)c(Cl)c1C(=O)NCC(C)(C)N1CCOCC1,-19,4,0.0,0.0,-2,-10,4,-1
CN1C(=O)c2cc(NC(=O)c3cccc(F)c3)ccc2OC[C@H]2O[C@@H](CC(=O)N3CCc4ccccc4C3)CC[C@@H]21,9,-2,0.3,0.1,18,0,6,-12
Cc1onc(-c2c(Cl)cccc2Cl)c1C(=O)N1C(C)CCCC1C (configuration not stated),-20,5,-0.1,0.1,2,-5,2,-6
Cn1ccs/c1=N\C(=O)Nc1ccccc1,-4,0,-0.2,-0.1,56*,1,3,6

Next part
Structure,RAD52 anneal inh,RAD54 inh,E-selectin induc,Xi reactivation,esBAF inh,ERAP1 HTS inh,ERp5 inh,S100A4 MyoIIA
N#Cc1cccc(-c2ccc3c(c2)[C@H]2[C@H](CCN2C(=O)C2CCCCC2)[C@@H](CO)N3)c1,-5,10,2.1,0.0,-7,0,1,-25
CCOc1ccc(CCNC(=O)CN2C(=O)c3cccnc3Oc3ccc(C)cc32)cc1OCC,-9,-3,-0.2,0.3,1,nt,-3,-2
Cc1nc2sccn2c(=O)c1S(=O)(=O)NC(C)c1ccccc1 (configuration not stated),-14,-1,0.0,0.3,1,6,0,2
CCCN1CC(=O)N2Cc3[nH]c4ccccc4c3C[C@H]2C1=O,-6,-5,0.1,0.0,-2,0,3,-3
O=C(CCS(=O)(=O)c1cc(Br)cc2c1N(C(=O)C1CC1)CC2)N1CCN(c2ccccn2)CC1,-5,nt,2.5,-0.1,-4,-1,3,-6
C[C@H]1CN([C@@H](C)CO)C(=O)c2cccc(NC(=O)c3cnccn3)c2O[C@@H]1CN(C)C,0,-32,nt,-0.2,3,-2,4,0
C[C@@H]1O[C@@H](O[C@H]2[C@H](Oc3cc(O)c4c(c3)O[C@H](c3ccc(O)cc3)CC4=O)O[C@H](CO)[C@@H](O)[C@@H]2O)[C@H](O)[C@H](O)[C@H]1O,3,1,1.1,-0.1,3,-1,3,-1
C[C@@H]1CN([C@H](C)CO)C(=O)CCCn2nncc2CO[C@H]1CN(C)S(=O)(=O)c1cccc(F)c1,-10&-1,-7&-11,-0.4,-0.1&-0.3,-3&2,-1&-1,6&2,-1&15
COc1ccc(C(=O)NNC(=O)C2=NN(c3ccccc3)C(=O)CC2)cc1,-11,-1,0.0,0.2,-4,0,0,-2
CC(C)NC(=O)N[C@@H]1CC[C@H](CC(=O)NCCCN(C)C)O[C@@H]1CO,-5,12,0.1,-0.1,0,2,2,2
O=C(CCc1ccccc1)NNC(=O)c1cc(Cl)ccc1O,-1,-2,2.9,0.0,4,-4,0,3
COc1ccc(Cl)cc1NC(=O)C/C(C)=N/NC(=O)CCc1ccccc1,-14,3,nt,0.3,-2,4,4,-1
CCOC(=O)C1=C(C)Nc2nc3ccccc3n2C1c1cccs1 (configuration not stated),-3,nt,nt,-0.1,nt,-3,-4,-3
COC(=O)[C@H](C)NC(=O)NCc1ccco1,-21,4,nt,nt,-8,-8,4,-10
CCN(CC)CCNC(=O)CCc1c(C)nc2c(c(C)nn2-c2ccc(C)c(C)c2)c1C,6,27,-0.2,0.0,2,-1,0,-8
CC(=O)N1CCN(S(=O)(=O)c2cccc(C(=O)Nc3ccc4c(c3)OCO4)c2)CC1,-3,nt,-0.2,0.0,nt,1,4,-4
CN(c1ccc(C(=O)NCCSCc2c(F)cccc2Cl)cc1)S(C)(=O)=O,-17,nt,0.9,0.8,3,nt,0,-4
CC(C)CC(=O)c1c[nH]c(C(=O)NCc2cccnc2)c1,-9,4,-3.5,0.1,1,-4,1,-3
O=C(Nc1cccc(Br)c1)c1cc2ccccc2o1,-9,nt,nt,nt,nt,11,-6,-1
CCN(CC)S(=O)(=O)c1ccc(N/N=C/c2ccc(OC)c(OC)c2OC)nc1,-14,nt,2.7,0.3,nt,-4,-2,-2

Other results follow.
Structure,RAD52 anneal inh,RAD54 inh,E-selectin induc,Xi reactivation,esBAF inh,ERAP1 HTS inh,ERp5 inh,S100A4 MyoIIA
COc1cccc(CNC(=O)C(=O)NCCC2CCCCN2S(=O)(=O)c2cccs2)c1 (configuration not stated),-4,8,nt,0.0,nt,0,5,-3
CNC[C@@H]1Oc2ccc(NC(=O)NC(C)C)cc2CC(=O)N([C@H](C)CO)C[C@H]1C,5,-15,nt,0.4,3,-1,-2,30
CCCNC(=O)Nc1ccc2c(c1)C(=O)N(C)[C@H]1CC[C@H](CC(=O)OC)O[C@@H]1CO2,6,nt,-0.1,0.1,nt,1,0,-11
CC1(C(=O)Nc2cccc(C#N)c2)CCN1C(=O)CCc1ccccc1 (configuration not stated),-1,-4,3.6,0.1,-5,0,-8,-20
COCC(=O)N(C)C[C@H]1Oc2ncc(C#C[C@@H](C)O)cc2C(=O)N([C@@H](C)CO)C[C@H]1C,2,-5,-0.3,0.4,5,-1,2,2
O=C(Nc1ccc2c(c1)[C@H]1C[C@@H](CC(=O)N3CCOCC3)O[C@H](CO)[C@H]1O2)Nc1ccccc1F,-8,1,-0.1,0.0,2,-1,4,-6
CC(=O)Nc1cc(-c2ccc(N3CCN(C)CC3)cc2)cn2c(-c3ccc(F)c(Cl)c3)cnc12,33,3,-0.3,0.0,-9,-4,5,-7

2 entries from above, with each value named.
structure: COCC(=O)N(C)C[C@H]1Oc2ncc(C#C[C@@H](C)O)cc2C(=O)N([C@@H](C)CO)C[C@H]1C
  RAD52 anneal inh = 2
  RAD54 inh = -5
  E-selectin induc = -0.3
  Xi reactivation = 0.4
  esBAF inh = 5
  ERAP1 HTS inh = -1
  ERp5 inh = 2
  S100A4 MyoIIA = 2
structure: O=C(Nc1ccc2c(c1)[C@H]1C[C@@H](CC(=O)N3CCOCC3)O[C@H](CO)[C@H]1O2)Nc1ccccc1F
  RAD52 anneal inh = -8
  RAD54 inh = 1
  E-selectin induc = -0.1
  Xi reactivation = 0.0
  esBAF inh = 2
  ERAP1 HTS inh = -1
  ERp5 inh = 4
  S100A4 MyoIIA = -6

Screening data as filed in PubChem.
